GPR35 arrestin U2OS – GPR35 antagonists blocking zaprinast-driven arrestin recruitment, primary screen, imaging, U2OS, beta-arrestin-GFP, zaprinast agonist (AID 2058). inhibition, % at 10 µM, or IC50 in µM where a hit was titrated. 290,000 compounds, 0.052% hits. U2OS GPR35 beta-arrestin-GFP translocation imaging, zaprinast antagonism; higher % means a stronger effect;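 active = inhibition of at least 50% with at least 30 cells and total cytoplasm GFP at most 10,000,000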
RSV antiviral HEp-2 – RSV antiviral activity via CPE protection, HEp-2 cells, primary 10 µM value included (AID 2391); 310,000 compounds, 0.13% hits; CPE inhibition, % at 10 µM; hits with a dose series show IC50 in µM; HEp-2 cells, RSV-induced CPE inhibition; higher % means a stronger effect; in the data active = a potency from the dose series; also: strong numbers were not always called active
NTR1 agonist – NTR1-driven beta-arrestin-GFP spot formation – imaging, U2OS cells, high content, primary screen (AID 493036); P30989; agonist mode; activation, % at 20 µM; 330,000 compounds, 0.17% hits;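 active = activation at or above 40% of the spot to cytoplasm intensity ratio, with at least 20 cells analyzed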;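 also: 0% = DMSO without peptide and 100% = 100 nM NTR1 peptide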
Target sequence (P30989 whole entry, looked up): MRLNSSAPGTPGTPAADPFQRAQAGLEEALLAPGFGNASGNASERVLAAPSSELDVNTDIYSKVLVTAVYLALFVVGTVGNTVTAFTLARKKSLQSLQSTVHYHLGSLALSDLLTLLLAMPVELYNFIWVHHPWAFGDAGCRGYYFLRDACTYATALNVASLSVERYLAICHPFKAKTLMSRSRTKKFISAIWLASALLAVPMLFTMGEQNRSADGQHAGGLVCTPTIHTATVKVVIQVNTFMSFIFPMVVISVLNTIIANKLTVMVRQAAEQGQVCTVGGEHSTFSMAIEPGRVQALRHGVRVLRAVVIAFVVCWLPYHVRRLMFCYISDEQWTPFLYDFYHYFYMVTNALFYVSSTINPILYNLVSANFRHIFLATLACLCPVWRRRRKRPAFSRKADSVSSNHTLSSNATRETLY
UTI89 phage lysis – inhibition of K1F phage lysis, E. coli UTI89, bacterial capsule biogenesis inhibitors, alamar blue (AID 488966); E. coli UTI89 K1F phage lysis, alamar blue, 2 h; higher % means a stronger effect; inhibition, % at 100 µM; hits with a dose series show IC50 in µM; 340,000 compounds, 0.02% hits;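 active = phage lysis inhibition, versus mean bacterial control, above a set limit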;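 also: capsule biogenesis inhibitors block K1F phage lysis so surviving cells raise fluorescence; higher fluorescence means more inhibition of phage lysis; actives were called in the ten point dose series up to 300 µM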
AID2073 – disruptors of CaV2.2 binding to Mint1 – biochemical, HTRF (AID 2073) | HTRF protein-protein interaction, Mint1-CaV2.2; higher % means a stronger effect | one-dose inhibition, % at 20 µM; IC50 in µM for titrated hits | 290,000 compounds, 0.19% hits; in the data active = inhibition mostly above about 51%, no sharp cut-off; also: some results filed as inactive read as strong as hits
NS5 inhibitors – Dengue-2 NS5 methyltransferase inhibitors, primary screen, biochemical, confirmation dose response (AID 588689). inhibition, % at 25 µM; hits with a dose series show IC50 in µM. 340,000 compounds, 0.3% hits. Dengue-2 NS5 methyltransferase capping enzyme assay, biochemical; higher % means a stronger effect; in the data active = a potency from the dose series
LYP phosphatase – PTPN22 lymphoid phosphatase activity blockers – biochemical, fluorescence intensity, uHTS (AID 1779). recombinant LYP phosphatase, fluorescence intensity; higher % means a stronger effect. inhibition, % at 11.5 µM, or IC50 in µM where a hit was titrated. 290,000 compounds, 0.054% hits; in the data active = inhibition above about 50%;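 also: plate controls were vehicle with enzyme for no effect and no enzyme for full effect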
Autophagy HCS – alters autophagy in cells; MEF GFP-LC3 puncta imaging; test concentration mostly 10 µM; calls only at 10 µM (by protocol); 190,000 compounds, 0.98% hits; AID 463193;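 active = percentage of spot-positive cells more than 3 SD above its plate mean, without a fluorescence outlier flag or 80% toxicity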;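 also: spot-positive cell cutoff set from DMSO-treated cells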
WT yeast gro inh – growth inhibition of WT yeast, mitochondrial fusion screen; mitochondrial fusion phenotypic screen, WT strain; AID 1362; inhibition, % at 10 µM; 190,000 compounds, 2.1% hits; in the data active = inhibition above about 58%; tested in S. cerevisiae
WT yeast gro inh mutant strain – further read-out of WT yeast gro inh, marked with its call; inhibition, %; mitochondrial fusion phenotypic screen, mutant strain inhibition
Autophagy HCS cell loss 18 h – second read-out of Autophagy HCS, no call of its own (marks repeat the call); toxicity, %; measured here: cell loss, nuclei count;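 cell loss after 18 h compound exposure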
NTR1 agonist cell count 20 µM – also measured in NTR1 agonist; calls as there; cell count; measured here: cell count, cytotoxicity flag
NS5 inhibitors pilot replicate – also measured in NS5 inhibitors; calls as there; inhibition, %; measured here: pilot screen replicate inhibition
The depositor's hits bear a star; i = inactive; nt = not tested or not shown; [ ] = another dose, or the depositor's remark.

SMILES	GPR35 arrestin U2OS	RSV antiviral HEp-2	NTR1 agonist	NTR1 agonist cell count 20 µM	UTI89 phage lysis	AID2073	NS5 inhibitors	LYP phosphatase	Autophagy HCS	Autophagy HCS cell loss 18 h	WT yeast gro inh	WT yeast gro inh mutant strain	others
COc1ccc(CN(C)C(=O)c2cc(-c3ccccc3)nc3ccc(C)cc23)c(OC)c1OC	-3%	1.2%	9.6	54	-0.2%[50 µM]	1%	-4%	0%	nt	nt	nt	nt
COc1cccc(NC(=O)Nc2cccc(C(=O)O)c2)c1	-4%	0.5%	-0.3	39	1.4%	5%	-4%	-9%	i	-14	0	5
Cc1cccnc1NC(=O)CCCNC(=O)c1ccc(Cl)cc1	nt	-1.2%	-0.5	70	1.0%[50 µM]	nt	-5%	nt	nt	nt	nt	nt
COCCn1c(SCC(=O)NC2CCCCC2C)nnc1-c1ccncc1 (centres undefined)	14%	-0.2%	-0.2	48	-0.1%	8%	-10%	-8%	nt	nt	nt	nt
CCOc1cc(N2CCOCC2)c(OCC)cc1NC(=O)c1ccc(NC(C)=O)cc1	-6%	1.9%	-1.2	65	0.3%	-6%	-1%	-4%	i	6	-25	8
NC(=O)C(=O)N/N=C/c1c(F)c(F)c(F)c(F)c1F	8%	-0.8%	1.1	35	-0.1%	-1%	-2%	1%	i	-9	7	15
COc1cc(Cl)c(C)cc1Nc1ncccn1	-20%	5.4%	0.4	66	-0.3%	38%	-2%	-5%	nt	nt	nt	nt
COc1ccc(NC(=O)C(c2ccc(OC)cc2)N(C)C(=O)CC2NC(=O)NC2=O)cc1 (centres undefined)	-8%	2.1%	-0.1	50	1.2%[50 µM]	4%	-4%	-3%	i	22	8	1
O=C(N/N=C\C=C\c1ccc2c(c1)OCO2)C1COc2cc3ccccc3cc2O1 (centres undefined)	-2%	5.7%	1.1	56	0.4%	3%	5%	2%	i	13	39	44
O=C(Cn1cnc2ccccc2c1=O)Nc1ccc2c(c1)CCC2	0%	1.0%	0.9	68	9.4%	3%	-9%	-3%	i	16	25	14
N/C(COc1cccc(Cl)c1)=N\O	2%	3.8%	-1.4	55	-1.9%	-15%	4%	-4%	nt	nt	nt	nt
CCC(C)NC(=O)CNC(=O)c1nn(-c2ccc(OC)cc2OC)c(=O)c2ccccc12 (centres undefined)	-2%	0.2%	0.3	96	0.0%	16%	-1%	-11%	nt	nt	nt	nt
CN1C(=O)C(CC(=O)Nc2ccc(F)cc2)N(Cc2cccs2)C1=S (centres undefined)	-11%	-0.5%	-0.2	41	5.4%	-4%	5%	-2%	nt	nt	nt	nt
CS(=O)(=O)N(CC(=O)NCCSCc1ccccc1)c1ccccc1F	1%	1.3%	-0.1	80	0.1%	10%	-3%	-9%	nt	nt	nt	nt	NS5 inhibitors pilot replicate=5.8
Cc1cc2nc(/C(C#N)=C/c3ccncc3)[nH]c2cc1C	10%	2.5%	-0.2	62	0.1%	17%	-28%	9%	i	4	9	11
O=C1CC(O)(C(F)(F)F)Oc2c1ccc1ccccc21 (centres undefined)	-8%	-0.7%	1.3	43	0.5%	8%	-1%	-1%	i	8	9	13
O=C1NC2(CCCCCC2)Cc2ccccc21	8%	0.6%	1.4	55	0.2%	-7%	-4%	-2%	i	-9	-3	13
COc1cccc(NC(=O)N2CCCC2C(=O)NCc2ccccc2F)c1 (centres undefined)	-12%	1.7%	0.9	31	-0.3%	7%	-2%	-11%	i	17	3	2
COc1ccc(CCNC(=O)c2nonc2N)cc1OC	14%	0.6%	0.6	46	3.1%	-1%	5%	-9%	i	-10	4	13
CN(c1ccccc1)S(=O)(=O)c1ccc(Cl)c(C(=O)OCC(N)=O)c1	3%	-0.6%	0.1	48	-0.1%	-10%	-9%	-4%	i	7	-1	1
CC(=O)Nc1nc(C2CC2)cc(-c2ccccc2)c1C#N	6%	1.1%	-0.7	40	0.0%	12%	nt	-9%	i	0	3	-11
O=C(NCc1ccccc1)C(c1cccs1)N(C(=O)c1csnn1)C1CC1 (centres undefined)	-12%	-0.8%	-1.7	90	0.6%	1%	-2%	-10%	i	-2	-11	-22	NS5 inhibitors pilot replicate=-3.3
Cc1c(C)n(C(=O)CSc2nccn2C)c2ccccc12	-6%	4.2%	1.4	62	1.8%	0%	3%	-6%	i	-14	23	-3
COc1ccccc1N1C(=O)CC(N2CCN(c3ccc(F)cc3)CC2)C1=O (centres undefined)	12%	1.2%	2.1	59	0.1%	4%	-6%	-7%	nt	nt	nt	nt
COc1cccc(CC2(CO)CCN(CC3=CC[C@H]4C[C@@H]3C4(C)C)CC2)c1	-3%	-1.5%	0.7	34	0.6%	-21%	-3%	-3%	i	0	-3	11
CSc1ccc(/C=N/N2CCN(Cc3ccc(C)cc3C)CC2)cc1	-15%	10%	1.2	82	0.1%	13%	-10%	4%	i	11	19	50
O=C(c1ccc(S(=O)(=O)N2CCCC2)cc1)N(c1ccc(F)cc1)C1C=CS(=O)(=O)C1 (centres undefined)	16%	0.4%	0.1	71	-0.1%	-3%	-6%	-10%	nt	nt	nt	nt
Cc1nc2c(C#N)cnn2c2c1CCN(Cc1ccccc1)N2C	-7%	4.0%	-1.4	45	-0.1%	-1%	4%	2%	i	4	-5	11
Nc1n[nH]c(N)c1N=Nc1ccc(Cl)cc1	14%	4.0%	0.2	59	-7.4%	5%	0%	-2%	i	-14	-6	-8
N/C(=N\OC(=O)c1ccc(Cl)cc1[N+](=O)[O-])c1cccnc1	3%	3.6%	0.0	45	-1.6%	-5%	-2%	-10%	nt	nt	nt	nt
Cc1ccc(-n2nnnc2SCc2ccccn2)cc1C	3%	1.4%	0.3	57	6.8%	0%	-6%	-8%	i	4	nt	nt
Cc1cc(Cn2nc(-c3ccccc3)cc2C(=O)NCc2cccc(Br)c2)on1	nt	2.1%	3.0	46	-0.4%	nt	6%	nt	nt	nt	nt	nt
O=C(NNc1c(Cl)cncc1Cl)c1cccs1	13%	1.3%	-1.3	44	0.4%	-10%	-12%	-8%	nt	nt	nt	nt
O=C(C/C=N/OCc1c(Cl)cccc1Cl)c1ccccc1	6%	3.0%	-1.8	89	-0.2%	-4%	-6%	-7%	i	28	20	8	NS5 inhibitors pilot replicate=-0.3
COc1ccc(N2CCN(C(=S)Nc3ccc(S(N)(=O)=O)cc3)CC2)cc1	6%	-0.7%	-0.4	27	-0.5%	2%	-4%	-1%	i	3	-15	17
CN(C(=O)CCc1ccccc1F)C1CCCN(Cc2ccccc2F)C1 (centres undefined)	22%	0.9%	1.7	63	0.2%	2%	-6%	-7%	nt	nt	nt	nt
COc1ccc(CCNc2ccc(C(CC(N)=O)NC(=O)c3cc(C)cc(C)c3)cc2[N+](=O)[O-])cc1 (centres undefined)	7%	0.3%	-1.0	89	-0.4%	8%	-1%	-5%	nt	nt	nt	nt
CNC(=O)c1[nH]cnc1C(=O)Nc1ccccc1C	4%	3.8%	1.0	40	-0.4%	1%	-3%	-23%	i	22	-5	-6
CNS(=O)(=O)c1cccc(C(=O)OCc2cc(C(C)=O)ccc2OC)c1	4%	-1.4%	-0.6	31	0.1%	-1%	nt	-2%	i	-13	-6	-10
CC(=O)C1=C(O)CCC1=N	-23%	1.4%	-0.6	55	0.1%	4%	-5%	-7%	i	2	-2	-5
COCC(=O)NCc1ccc2c(c1)OCO2	13%	0.9%	-0.2	89	0.7%	1%	-7%	-2%	i	-7	-8	3	NS5 inhibitors pilot replicate=2.9
CNC(=O)CSc1nc2sccc2c(=O)n1-c1ccccc1	-3%	0.6%	0.0	60	0.2%	13%	-1%	-4%	nt	nt	nt	nt
Cc1ccc(S(=O)(=O)N(C)C)cc1NC(=O)Nc1c(-c2ccccc2)noc1C	-3%	0.9%	0.2	60	nt	8%	nt	-6%	nt	nt	nt	nt
COc1cccc(C2=NOC(C(=O)NCc3ccc(F)cc3)C2)c1 (centres undefined)	-4%	-0.7%	1.6	59	-0.3%	-1%	-6%	-4%	i	18	12	10
CCCCN1C(=O)Nc2ccccc2S1=O (centres undefined)	3%	0.4%	0.4	49	0.6%[50 µM]	-2%	-2%	-6%	i	-20	-2	-13
CCN(CC(=O)NCc1cccs1)C(=O)c1ccc(OC)c(S(=O)(=O)N2CCOCC2)c1	nt	-0.7%	-0.1	54	0.8%[50 µM]	nt	1%	nt	nt	nt	nt	nt
C/C(=N\NC(=O)Cn1cc([N+](=O)[O-])cn1)c1ccc(O)cc1	-6%	-0.4%	-1.3	51	0.0%	0%	-3%	-3%	nt	nt	nt	nt
COc1ccc(C(=O)N2CCN(C(=O)c3ccncc3)CC2)cc1	-4%	-0.3%	-0.4	42	5.8%	5%	-1%	-9%	i	31	10	20
S=C(Nc1ccccc1Cl)N1CCN(c2ccccn2)CC1	2%	-0.1%	-0.3	64	0.0%	-17%	-2%	0%	nt	nt	nt	nt

Two compounds drawn at random from those above, as already listed:
SMILES	GPR35 arrestin U2OS	RSV antiviral HEp-2	NTR1 agonist	NTR1 agonist cell count 20 µM	UTI89 phage lysis	AID2073	NS5 inhibitors	LYP phosphatase	Autophagy HCS	Autophagy HCS cell loss 18 h	WT yeast gro inh	WT yeast gro inh mutant strain	others
S=C(Nc1ccccc1Cl)N1CCN(c2ccccn2)CC1	2%	-0.1%	-0.3	64	0.0%	-17%	-2%	0%	nt	nt	nt	nt
CNC(=O)CSc1nc2sccc2c(=O)n1-c1ccccc1	-3%	0.6%	0.0	60	0.2%	13%	-1%	-4%	nt	nt	nt	nt

Grouped by structure, those above with two or more sulfur atoms (seven)
SMILES	GPR35 arrestin U2OS	RSV antiviral HEp-2	NTR1 agonist	NTR1 agonist cell count 20 µM	UTI89 phage lysis	AID2073	NS5 inhibitors	LYP phosphatase	Autophagy HCS	Autophagy HCS cell loss 18 h	WT yeast gro inh	WT yeast gro inh mutant strain	others
CN1C(=O)C(CC(=O)Nc2ccc(F)cc2)N(Cc2cccs2)C1=S (centres undefined)	-11%	-0.5%	-0.2	41	5.4%	-4%	5%	-2%	nt	nt	nt	nt
CS(=O)(=O)N(CC(=O)NCCSCc1ccccc1)c1ccccc1F	1%	1.3%	-0.1	80	0.1%	10%	-3%	-9%	nt	nt	nt	nt	NS5 inhibitors pilot replicate=5.8
O=C(NCc1ccccc1)C(c1cccs1)N(C(=O)c1csnn1)C1CC1 (centres undefined)	-12%	-0.8%	-1.7	90	0.6%	1%	-2%	-10%	i	-2	-11	-22	NS5 inhibitors pilot replicate=-3.3
O=C(c1ccc(S(=O)(=O)N2CCCC2)cc1)N(c1ccc(F)cc1)C1C=CS(=O)(=O)C1 (centres undefined)	16%	0.4%	0.1	71	-0.1%	-3%	-6%	-10%	nt	nt	nt	nt
COc1ccc(N2CCN(C(=S)Nc3ccc(S(N)(=O)=O)cc3)CC2)cc1	6%	-0.7%	-0.4	27	-0.5%	2%	-4%	-1%	i	3	-15	17
CNC(=O)CSc1nc2sccc2c(=O)n1-c1ccccc1	-3%	0.6%	0.0	60	0.2%	13%	-1%	-4%	nt	nt	nt	nt
CCN(CC(=O)NCc1cccs1)C(=O)c1ccc(OC)c(S(=O)(=O)N2CCOCC2)c1	nt	-0.7%	-0.1	54	0.8%[50 µM]	nt	1%	nt	nt	nt	nt	nt

Source: PubChem (several laboratories)
